High-throughput results from PubChem BioAssay.
Growth percent in the NCI-60 one-dose screen (48 h, 10 µM unless noted): 100 = growth as untreated, 0 = no growth, -100 = all killed.
NCI/ADR-RES: NCI/ADR-RES ovarian cells; 4.4% of 81,000 active; AID 1794790
NCI-H322M: NCI-H322M lung cancer; 2.7% of 80,000 active; AID 1794733
HCT-15: HCT-15 colon cancer | 5.2% of 82,000 active | AID 1794746
NCI-H226: NCI-H226 lung cancer; 3.5% of 79,000 active; AID 1794732
NCI-H522: NCI-H522 lung cancer | 8% of 78,000 active
NCI-H23: NCI-H23 lung cancer; 4% of 80,000 active; AID 1794731
NCI-H460: NCI-H460 lung cancer. AID 1794736. 6.8% of 82,000 active
HCT-116: HCT-116 colon cancer | 7.3% of 82,000 active | AID 1794798
COLO 205: COLO 205 colon cancer; AID 1794742; 7.3% of 79,000 active
Numbers without * were called inactive; . = no result given; & = joins results of further samples; [ ] = another dose, or the depositor's remark. How the source made its calls: active means growth percent below 10; inactive means the rest.

Results follow in this order: COLO 205	HCT-15	NCI-H322M	NCI-H522	NCI-H226	HCT-116	NCI/ADR-RES	NCI-H23	NCI-H460
- COc1ccc(-c2cc(-c3cc(C(=O)c4ccccc4)n4ccc(C)cc34)nc(N)c2C#N)cc1
→ 73	78	84	71	36	58	44	55	44
- COc1cc2cc(Oc3ccc(NC(=O)Nc4cc(C(F)(F)F)cc(C(F)(F)F)c4)cc3)c(C)nc2cc1OCCN1CCOCC1
→ -23*	13	49	15	40	10	9.2*	8.0*	10.0*
- COc1ccc(-c2ccc3c4c(cccc24)C(=O)N(c2nc4ccccc4s2)C3=O)cc1
→ 101	107	99	86	93	93	100	105	96
- COc1cccc(-c2nc3ccccc3n3cccc23)c1OC
→ 124	111	106	107	107	93	97	92	112
- CCOC(=O)CCCOc1ccc(/C=C2\CC/C(=C\c3ccc(OCCCC(=O)OCC)cc3)C2=O)cc1
→ 108	108	121	101	97	105	111	112	110
- Cc1cc(=O)n2n1-c1ccc3ccccc3c1NC2c1ccccn1 (stereo unspecified)
→ 96	91	91	97	91	101	109	107	100
- COC(=O)Nc1csc2c1NC(=O)CCCC2
→ 111	105	111	97	103	100	97	99	102
- C=C(COC(C)=O)[C@H]1CC/C(C)=C/CC/C(C)=C/CC[C@@]2(C)O[C@H]2C1
→ 148	96	102	95	108	98	102	106	106
- CCCCCCC1C/C(=C/N(C)C)C(=O)O1 (stereo unspecified)
→ 117	93	95	74	.	97	108	107	105
- O=C(NNC(=O)c1ccc(NC(=O)c2ccccn2)cc1)Nc1ccc([N+](=O)[O-])cc1
→ 114	100	96	100	94	101	106	106	107
- COc1cccc(Cn2cc3c(c2-c2cc(OC)c(OC)c(OC)c2)CCCc2cnoc2-3)c1
→ 105	68	87	75	88	71	83	85	91
- O=C(O)c1ccccc1C(=O)c1cc(Cl)cc(Cl)c1O
→ .	102	120	82	103	87	101	97	106
- COc1cc(-c2nc(-c3ccccc3)c(-c3ccccc3)n2-c2ccc(S(=O)(=O)Nc3ncccn3)cc2)ccc1O
→ 140	57	84	93	80	62	104	82	93
- COc1cccc(C(=O)Cn2c(C(C)=O)nc3ccccc32)c1
→ 141	44	103	76	105	54	45	74	40
- C=CCOC(=O)c1ccc(C)cc1
→ 104	107	.	95	99	106	96	99	104
- NC(CC(N)C(=O)O)C(=O)O (stereo unspecified)
→ 115	88	103	80	103	102	107	107	108
- C=CC1=C(C)C2=NC1=CC1=NC(=CC3=C(C)C4=C(O)CC(=C5NC(=C2)C(C)C5CCC(=O)O)C4=N3)C(CC)=C1C (stereo unspecified)
→ 113	107	102	108	87	89	104	103	97
- O=c1ccc(=O)n(-c2nc(-c3ccc([N+](=O)[O-])cc3)cs2)[nH]1
→ 105	96	104	96	96	95	104	91	102
- COc1ccc(OC)c(/C=C2\Cc3c(Br)cccc3C2=O)c1
→ 98	93	93	93	88	97	93	88	108
- N#Cc1c2c(nn(-c3ccccc3)c1=O)C(O)=C([N+](=O)[O-])C(c1ccccc1[N+](=O)[O-])C2 (stereo unspecified)
→ 105	93	96	91	107	98	99	89	108

Results follow in this order: COLO 205	HCT-15	NCI-H322M	NCI-H522	NCI-H226	HCT-116	NCI/ADR-RES	NCI-H23	NCI-H460
- CCN(CC)CCCOCCCNc1cc(OC)cc2cccnc12
→ 31	102	99	82	85	94	95	84	103
- O=S1(=O)CCN(C2CCCCCC2)CC1
→ 108	102	104	105	105	98	106	102	102
- Cn1c2ccccc2c2c3[nH][nH]c(=O)c3c3c4ccccc4[nH]c3c21
→ 59	20	.	4.7*	66	-53*	68	19	-28*
- CN1CCN(CCOC(=O)Nc2ccccc2)CC1
→ 108	97	105	88	103	99	95	94	98
- Nc1ccc(O)c(O)c1
→ 111	115	118	94	105	101	104	100	103
- Cc1ccc(C2CC(c3ccc(S(=O)(=O)NCCNc4nc(N(C)C)nc(N5CCOCC5)n4)cc3)=Nc3c(N)nc(N)nc3N2)cc1 (stereo unspecified)
→ 72	44	77	80	64	39	89	72	54
- CC(/C=C1\SC(=S)N(CC(=O)NC(CC(C)C)C(=O)O)C1=O)=C\c1ccccc1 (stereo unspecified)
→ 120	105	101	89	95	96	97	97	103
- O=C1NCCNC1c1ccccc1 (stereo unspecified)
→ 122	101	127	88	104	97	107	107	107
- CC(=O)OCC(=O)C1CCC2C3CCC4=CC(=O)CCC4(C)C3CCC12C (stereo unspecified)
→ 119	105	103	.	96	100	87	104	99
- Cc1sc2ncn3nc(CC#N)nc3c2c1C
→ 101	97	100	95	85	94	102	92	106
- Nc1cc2c(cc1Br)-c1c(C(=O)O)cccc1C2O (stereo unspecified)
→ 96	108	107	96	100	96	118	87	99
- O=C1/C(=C\c2ccc([N+](=O)[O-])cc2)CS(=O)(=O)C/C1=C/c1ccc([N+](=O)[O-])cc1
→ -82*	-87*	-94*	-80*	-67*	-100*	-80*	-83*	-54*
- O=C(O)c1cc(=O)cc(C(=O)O)[nH]1
→ 99	103	98	.	100	106	108	95	109
- COc1cc(F)c(/C=C/c2cc(/C=C/c3cc(OC)c(OC)cc3F)n(-c3cc(F)cc(F)c3)n2)cc1OC
→ 115	12	15	47	98	100	12	-20*	47
- O=C(/C=C/C12c3ccccc3C(c3ccccc31)C1C(=O)NC(=O)C12)c1ccc(F)cc1 (stereo unspecified)
→ -45*	-11*	-4.9*	2.1*	37	-19*	5.4*	9.2*	2.1*
- COc1ccccc1-c1ccc(-n2ccnc2)nn1
→ 103	107	93	110	103	139	103	95	112
- CC1(C)CC(=O)c2c(ccc(C(=O)C[C@H](N)CO)c2N)O1
→ 47	4.4*	15	46	58	.	71	54	6.8*
- Cc1cc(OC(=O)c2ccc([N+](=O)[O-])cc2)nc2[nH]c(=O)sc12
→ 116	103	110	97	.	105	104	103	105
- C[C@@H]1CN(C(=S)Nc2ccccc2)[C@@H](C)CN1c1ccccn1
→ 103	103	92	73	110	99	101	103	113
- CCn1cc(C(=O)O)c(=O)c2cc(F)c(N3CCN(CC(=O)Nc4ccc(/C(C)=N/O)cc4)CC3)cc21
→ 114	109	103	83	104	110	95	99	111

Results follow in this order: COLO 205	HCT-15	NCI-H322M	NCI-H522	NCI-H226	HCT-116	NCI/ADR-RES	NCI-H23	NCI-H460
- Clc1ccc(-n2ncc3c(NCCCN4CCOCC4)ncnc32)cc1
→ 87	97	90	95	92	95	87	88	102
- COc1cc(-c2nc(-c3nnc(-c4ccccc4Cl)o3)c3ccccn23)cc(OC)c1OC
→ 85	73	88	78	84	97	66	91	95
- CCCCCCCCCCCCCCCCCC(=O)N(CCO)C(=O)C[n+]1ccccc1
→ 107	100	96	95	101	82	98	99	87
- O=C(NCc1ccco1)Nc1cccc2ccccc12
→ 113	100	109	.	100	103	119	105	117
- CCCC(O)Cn1ncc(C(=O)OCC)c1NC(=O)NCc1ccc(F)cc1 (stereo unspecified)
→ 111	101	96	47	104	75	105	90	100
- CC1=NN(c2ccc(S(=O)(=O)O)cc2)C(=O)C1N=Nc1ccc(-c2ccc(N=Nc3ccc(O)c(C(=O)O)c3)c(C)c2)cc1C (stereo unspecified)
→ 102	100	96	100	103	95	100	83	106
- CCC(C)C1OC1(C)C1(O)C(C)=CC2CC(CO)=CCC2C1/C=C/C=C/C=C/C(=O)O (stereo unspecified)
→ 129	108	.	96	111	98	104	93	110
- O=S(=O)(OCCCl)c1ccc(Cl)c(S(=O)(=O)OCCCl)c1
→ 114	102	104	101	94	94	100	102	101
- COc1ccc(SC)cc1
→ 122	99	113	.	110	110	119	121	105
- Cc1cc(Cl)ccc1OC(C)C(=O)Nc1nnc(C2CC2)s1 (stereo unspecified)
→ 105	119	124	95	99	95	97	77	114
- COc1ccc([N+](=O)[O-])cc1OC
→ 115&112	99&96	105&105	94&111	98&101	102&96	104&102	106&99	111&102
- O=c1c2cc(Cl)ccc2oc2ccc(OCCCCCN3CCCCC3)cc12
→ 11	-15*	90	36	87	12	71	75	10
- CC(C)N1C(=O)/C(=c2\sc3n(c2=O)NC2C(N=3)N(C)C(=O)N2C)c2ccccc21 (stereo unspecified)
→ 119	93	105	77	92	106	89	89	104
- CCCCCCCCC(=O)Nc1ccc(O)cc1
→ 95	95	88	.	104	101	83	92	105
- CC(=O)CC(=O)N1CCN(C(=O)CC(C)=O)CC1
→ 104	102	102	.	98	95	104	104	103
- CC1(C)OC(=O)C(=NNc2cccc3c2C(=O)c2ccccc2C3=O)C(=O)O1
→ 109	87	80	71	65	85	93	84	91
- S=C(Nc1ccc(Cl)cc1)Nc1ccc(Cl)cc1 (tested in a mixture with another compound)
→ -96*	9.2*	4.6*	-28*	16	0.2*	.	1.6*	-17*
- C#CCn1cnc2cnc(Nc3cccc(NC(=O)C=C)c3)nc21
→ 82[6.25 µM]	92[6.25 µM]	96[6.25 µM]	71[6.25 µM]	79[6.25 µM]	86[6.25 µM]	99[6.25 µM]	96[6.25 µM]	91[6.25 µM]
- CCCCC1COc2cccc3c2N1C=C/C3=C\C(=O)N(C)c1ccc(C(F)(F)F)cc1 (stereo unspecified)
→ 106	98	106	77	100	80	95	89	96
- CC1=CC(=O)/C(=C/N2CCNC2=S)C(=O)O1
→ 110	108	98	98	105	96	100	102	109

18 compounds out of the list, arranged by SMILES length, smallest number first.
Results follow in this order: COLO 205	HCT-15	NCI-H322M	NCI-H522	NCI-H226	HCT-116	NCI/ADR-RES	NCI-H23	NCI-H460
- CCCCCCCCC(=O)Nc1ccc(O)cc1
→ 95	95	88	.	104	101	83	92	105
- COc1ccc([N+](=O)[O-])cc1OC
→ 115&112	99&96	105&105	94&111	98&101	102&96	104&102	106&99	111&102
- O=C(NCc1ccco1)Nc1cccc2ccccc12
→ 113	100	109	.	100	103	119	105	117
- S=C(Nc1ccc(Cl)cc1)Nc1ccc(Cl)cc1 (tested in a mixture with another compound)
→ -96*	9.2*	4.6*	-28*	16	0.2*	.	1.6*	-17*
- CC1=CC(=O)/C(=C/N2CCNC2=S)C(=O)O1
→ 110	108	98	98	105	96	100	102	109
- CC(=O)CC(=O)N1CCN(C(=O)CC(C)=O)CC1
→ 104	102	102	.	98	95	104	104	103
- Cc1cc(Cl)ccc1OC(C)C(=O)Nc1nnc(C2CC2)s1 (stereo unspecified)
→ 105	119	124	95	99	95	97	77	114
- C#CCn1cnc2cnc(Nc3cccc(NC(=O)C=C)c3)nc21
→ 82[6.25 µM]	92[6.25 µM]	96[6.25 µM]	71[6.25 µM]	79[6.25 µM]	86[6.25 µM]	99[6.25 µM]	96[6.25 µM]	91[6.25 µM]
- Clc1ccc(-n2ncc3c(NCCCN4CCOCC4)ncnc32)cc1
→ 87	97	90	95	92	95	87	88	102
- O=S(=O)(OCCCl)c1ccc(Cl)c(S(=O)(=O)OCCCl)c1
→ 114	102	104	101	94	94	100	102	101
- CCCC(O)Cn1ncc(C(=O)OCC)c1NC(=O)NCc1ccc(F)cc1 (stereo unspecified)
→ 111	101	96	47	104	75	105	90	100
- CCCCCCCCCCCCCCCCCC(=O)N(CCO)C(=O)C[n+]1ccccc1
→ 107	100	96	95	101	82	98	99	87
- CC1(C)OC(=O)C(=NNc2cccc3c2C(=O)c2ccccc2C3=O)C(=O)O1
→ 109	87	80	71	65	85	93	84	91
- CCCCC1COc2cccc3c2N1C=C/C3=C\C(=O)N(C)c1ccc(C(F)(F)F)cc1 (stereo unspecified)
→ 106	98	106	77	100	80	95	89	96
- CCC(C)C1OC1(C)C1(O)C(C)=CC2CC(CO)=CCC2C1/C=C/C=C/C=C/C(=O)O (stereo unspecified)
→ 129	108	.	96	111	98	104	93	110
- CC(C)N1C(=O)/C(=c2\sc3n(c2=O)NC2C(N=3)N(C)C(=O)N2C)c2ccccc21 (stereo unspecified)
→ 119	93	105	77	92	106	89	89	104
- CCn1cc(C(=O)O)c(=O)c2cc(F)c(N3CCN(CC(=O)Nc4ccc(/C(C)=N/O)cc4)CC3)cc21
→ 114	109	103	83	104	110	95	99	111
- CC1=NN(c2ccc(S(=O)(=O)O)cc2)C(=O)C1N=Nc1ccc(-c2ccc(N=Nc3ccc(O)c(C(=O)O)c3)c(C)c2)cc1C (stereo unspecified)
→ 102	100	96	100	103	95	100	83	106

Back to the main list, repeating the 2 entries before the break.
Results follow in this order: COLO 205	HCT-15	NCI-H322M	NCI-H522	NCI-H226	HCT-116	NCI/ADR-RES	NCI-H23	NCI-H460
- CCCCC1COc2cccc3c2N1C=C/C3=C\C(=O)N(C)c1ccc(C(F)(F)F)cc1 (stereo unspecified)
→ 106	98	106	77	100	80	95	89	96
- CC1=CC(=O)/C(=C/N2CCNC2=S)C(=O)O1
→ 110	108	98	98	105	96	100	102	109
- O=C(Nc1ncc(Cc2cccc3ccccc23)s1)c1cc(Br)cs1
→ 93	34	77	53	79	60	71	81	57
- COc1cc(-c2nn(-c3ccc(Cl)cc3)cc2CO)ccc1O
→ 128	95	89	75	102	86	97	96	107
- COc1ccc(NC(=O)c2c(Nc3ccc(OC)cc3OC)nn3c(-c4ccccc4)cc(-c4ccccc4)nc23)c(OC)c1
→ 98	108	97	83	96	91	102	96	103
- O=C1CC(c2nc3ccccc3[nH]2)CN1c1ccccc1 (stereo unspecified)
→ 106	106	102	93	91	108	96	92	102
- CC1(C)N=C(N)NC(Nc2ccc(Cl)cc2)=N1
→ 107	114	101	81	.	103	112	102	118
- O=C1CCC(=O)N1CCC(=O)N(C(=O)NC1CCCCC1)C1CCCCC1
→ 98	106	111	101	.	95	100	103	102
- N#Cc1c(N)n(CCNC(=O)c2ccccc2)c2nc3ccccc3nc12
→ 115	111	121	84	97	102	88	103	117
- COc1ccc(OCOCOc2ccc(OC)cc2)cc1
→ 93	95	95	85	98	105	108	105	104
